Polio RdRp inh: poliovirus RNA polymerase inhibition; % elongation, % (compound at 16.7 µg/mL); P03300; 150,000 compounds, 0.66% hits; poliovirus polymerase elongation, fluorescence polarization; hits give low values; in the data active = % elongation below about 90%; note: some results filed as inactive read as strong as hits
Target sequence (P03300 1749-2209 limits assumed): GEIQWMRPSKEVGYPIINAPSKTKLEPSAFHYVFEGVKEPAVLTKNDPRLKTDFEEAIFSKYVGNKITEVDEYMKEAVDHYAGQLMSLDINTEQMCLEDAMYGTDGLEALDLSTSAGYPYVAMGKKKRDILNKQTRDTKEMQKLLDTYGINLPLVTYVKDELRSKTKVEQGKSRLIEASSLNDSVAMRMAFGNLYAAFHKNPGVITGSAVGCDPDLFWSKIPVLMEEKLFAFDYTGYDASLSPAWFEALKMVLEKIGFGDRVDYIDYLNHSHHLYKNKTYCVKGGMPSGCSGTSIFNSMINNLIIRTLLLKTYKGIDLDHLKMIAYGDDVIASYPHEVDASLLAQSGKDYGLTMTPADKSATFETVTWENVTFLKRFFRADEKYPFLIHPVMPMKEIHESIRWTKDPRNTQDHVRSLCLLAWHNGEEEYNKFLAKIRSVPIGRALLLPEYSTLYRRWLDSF
Polio RdRp inh FP z-score: further read-out of Polio RdRp inh, marked with its call; z-score; measured here: FP z-score; hits read low
An asterisk follows results filed as active. These rows are one share of the data; the hit share may differ from the screen's.

Every second line gives: Polio RdRp inh, Polio RdRp inh FP z-score
> Cc1ccc(C)c(NC(=O)CCCn2c(C)c3cnn(-c4ccccc4)c(=O)c3c2C)c1
    105.0, -0.2
> Cc1csc2sc(/C=C(\C#N)S(=O)(=O)c3cccs3)c(C)c12
    104.0, 0.5
> O=C(c1cccc(C(F)(F)F)c1)N(c1ccccn1)C1CCCCC1
    101.0, -0.3
> Cc1cccc(C)c1NC(=O)C(NS(=O)(=O)c1cccs1)c1ccccc1 (stereo unspecified)
    103.0, 0
> COc1cc(OC)cc(-c2nc3nc(C)c(CCC(=O)Nc4ccc(C)c(C)c4)c(C)n3n2)c1
    100.0, -2
> Cc1ccc(C(C)C)c(OCC(=O)Nc2ccc3c(c2)nc(CCNC(=O)c2ccco2)n3C)c1
    106.0, -0.2
> Clc1ccc(-c2noc(CNC3CCCCC3)n2)cc1
    101.0, 0.3
> CCN(C(=O)Cn1cc(S(=O)(=O)N2CCN(c3ccccc3F)CC2)c2ccccc2c1=O)c1ccc(C)c(C)c1
    105.0, -1
> CCN(CC)C(=O)c1cc(-c2ccc(C)cc2)on1
    100.0, -0.4
> Cc1nc2ccccn2c1C(=O)N1CCCC(C)C1 (stereo unspecified)
    99.0, -1.1
> O=C(COc1ccc(F)cc1)N(Cc1ccccc1)c1ccccn1
    102.0, 0.1
> CCCCNC(=O)c1ccc2c(c1)NC(=O)C(CS(=O)(=O)Cc1ccccc1C)N2 (stereo unspecified)
    103.0, 0.6
> CC12CC[C@H]3[C@@H](CCC4(O)C[C@H](O)CCC34/C=N/NC(=O)c3ccccc3O)C1(O)CCC2C1=CC(=O)OC1 (stereo partly specified)
    101.0, 0.3
> CCS(=O)(=O)Nc1ccc(C(=O)N2CCN(Cc3ccc4c(c3)OCO4)CC2)cc1
    103.0, 0.3
> O=c1[nH]c2ccc(NCc3ccc(-c4ccc(Br)cc4)o3)cc2[nH]1
    106.0, -0.1
> CC1Cc2ccccc2N1C(=O)c1cccc(C(=O)N2c3ccccc3CC2C)n1 (stereo unspecified)
    102.0, -0.2
> c1ccc(-c2noc(N3CCCC3)n2)cc1
    102.0, 0.6
> CN(C)c1nc(Oc2ccc(=O)[nH]n2)nc(N2CCOCC2)n1
    101.0, 0.4
> O=C(CCCC(=O)Nc1ccc(F)cc1)Nc1ccc(F)cc1
    98.0, -0.5
> Cc1c(C#N)c2ccccc2n1CC(N)=O
    104.0, -0.3
> Cc1oc(-c2ccc(Cl)cc2)cc1COC(=O)Nc1ccccc1
    100.0, -1
> N#C/C(=C\c1ccc(Cl)cc1)c1nc(-c2cc3c(ccc4ccccc43)oc2=O)cs1
    103.0, 0.1
> COc1ccccc1N1CCN(S(=O)(=O)c2ccc3c(c2)C(C2CCCC2)C(=O)N3)CC1 (stereo unspecified)
    101.0, 0.3
> Cc1cccc(NC(=O)c2oc3ccc(S(=O)(=O)N4CCCCC4)cc3c2C)c1C
    100.0, -1.7
> COC(=O)c1sc(NC(=O)CN2CCOCC2)c(C(=O)OC)c1C
    103.0, 0
> CNS(=O)(=O)c1ccc(CCC(=O)N2CCCCC2)cc1
    100.0, -1
> CCCn1nc2ccccc2c1P(=NC(=O)Nc1cccc(Cl)c1)(N1CCOCC1)N1CCOCC1
    103.0, 0.3
> CC1CC1C(=O)Nc1ccccc1C#N (stereo unspecified)
    99.0, -1.2
> Cc1cc(NC(=O)c2ccccc2F)ccc1-c1nc2ccccc2s1
    100.0, -1.5
> COc1ccc(CNc2ccccc2)cc1Br
    110.0, 0.8

Grouped by structure: the entries above with a Cl atom.
Every second line gives: Polio RdRp inh, Polio RdRp inh FP z-score
> Clc1ccc(-c2noc(CNC3CCCCC3)n2)cc1
    101.0, 0.3
> Cc1oc(-c2ccc(Cl)cc2)cc1COC(=O)Nc1ccccc1
    100.0, -1
> N#C/C(=C\c1ccc(Cl)cc1)c1nc(-c2cc3c(ccc4ccccc43)oc2=O)cs1
    103.0, 0.1
> CCCn1nc2ccccc2c1P(=NC(=O)Nc1cccc(Cl)c1)(N1CCOCC1)N1CCOCC1
    103.0, 0.3

Further records follow.
Every second line gives: Polio RdRp inh, Polio RdRp inh FP z-score
> O=C(O)/C=C/c1ccc(/C=C/C(=O)O)cc1
    102.0, 0.4
> COc1cc(C(=O)N2CCN(Cc3ccccc3)CC2)cc(CN2C(=O)c3ccccc3C2=O)c1OC
    101.0, -0.3
> CC(CNC(=O)c1cc2cc(S(=O)(=O)N3CCCCC3)ccc2n1C)c1ccccc1 (stereo unspecified)
    107.0, -0.4
> NC(=O)c1ccc(N=Cc2ccc[nH]2)cc1
    99.0, 0
> Cc1ccc(CNC(=O)c2cccn2-c2nnc(N3CCCC3)s2)cc1
    106.0, -0.2
> O=S1(=O)c2ccccc2N(Cc2cccc(C(F)(F)F)c2)c2ccccc21
    106.0, 0
> Cc1cc(Br)ccc1NC(=O)CCNS(=O)(=O)c1cccc2nonc12
    106.0, 0.4
> CCc1ccc(-c2nn(-c3ccccc3)cc2/C=C2\SC(N)=NC2=O)cc1
    109.0, 0.9
> Cc1c(C)c(C)c(S(=O)(=O)NC(C)(C)C)c(C)c1C
    107.0, 0.6
> COc1cccc(N2CCN(C(=O)CCSCc3ccccc3F)CC2)c1
    115.0, 1.1
> CCOc1ccc(CNC(=O)CSc2nnc(C)c3c(C)n(-c4ccccc4)nc23)cc1
    110.0, 0.8
> COc1ccccc1C1C(C(=O)Nc2ccccc2)=C(C)Nc2nc(-c3ccccc3)nn21 (stereo unspecified)
    111.0, 0
> NNC(=O)c1ccc(CSc2nc3ccccc3[nH]2)cc1
    102.0, -0.2
> O=C(Cn1c(-c2cccs2)cc2cc(F)ccc21)N1CCCCC1
    111.0, 0.2
> CCCc1ncc(C(O)c2ccccc2OC)n1C (stereo unspecified)
    102.0, -0.1
> CN(C(=O)CSc1nncc2ccccc12)C1CCCCC1
    100.0, -0.7
> CC(C#N)OC(=O)c1cc(S(C)(=O)=O)ccc1Cl (stereo unspecified)
    104.0, 0.2
> Cc1ccc(/C=C2\C(=O)Nc3ccc(S(=O)(=O)Nc4ccc(F)cc4)cc32)o1
    103.0, 0
> CCC1Oc2ccc(C)cc2NC1=S (stereo unspecified)
    94.0, -3.1
> N#Cc1ccc(NC(=O)Cn2cnnn2)cc1
    102.0, -0.4
> O=S(=O)(c1ccc(NCCCn2ccnc2)nc1)N1CCCC1
    106.0, 0.7
> Cc1ccc(S(=O)(=O)Nc2ccc3nc(-c4ccc(F)cc4)oc3c2)cc1
    110.0, 0.3
> CCOC(=O)c1sc2nc(SCC(=O)c3ccc(Br)cc3)n(N)c(=O)c2c1C
    103.0, 0.4
> Cn1cc(Cl)c(C(=O)NCC(=O)c2ccccc2)n1
    101.0, -0.2
> CCOc1ccccc1NC(=O)c1sc2nc3n(c(=O)c2c1C)CCCCC3
    108.0, 0.3
> Cc1ccc(C)c(N2CCN(C(=O)Cn3c(-c4cccs4)cc4ccccc43)CC2)c1
    115.0, 0.8
> NC(=O)NN=C1CCN(Cc2ccccc2)CC1
    104.0, 0.4
> COc1ccc(-c2nc3scc(CCNS(=O)(=O)c4c(C)cc(C)cc4C)n3n2)cc1OC
    109.0, 0.5
> O=C(Cn1ccn(-c2ccc(F)c(F)c2)c(=O)c1=O)NCc1ccccc1
    107.0, 0.1
> CC(C)N(Cc1ccccc1)S(=O)(=O)c1ccc(N2CCCCS2(=O)=O)cc1
    109.0, 0.6

Going on with the list:
| structure | Polio RdRp inh | Polio RdRp inh FP z-score |
| --- | --- | --- |
| Cc1cccc(C)c1NC(=O)Cn1c(=O)n(Cc2ccccc2Cl)c(=O)c2cccnc21 | 107.0 | 1.1 |
| CC1CCN(C(=O)C2CCN(Cc3cccc(O)c3)CC2)CC1 | 100.0 | -0.4 |
| Cc1ccc(Cn2ccsc2=NC(=O)COC(=O)Cn2c(C)csc2=O)cc1 | 105.0 | 0.2 |
| CCOC(=O)c1c(C)[nH]c(C)c1S(=O)(=O)N(C)CC(=O)Nc1cccc(C(F)(F)F)c1 | 112.0 | 0.4 |
| CCN(CC)P1(=S)OC(c2ccc(I)cc2)=Nc2c1c(C)nn2CCC#N (stereo unspecified) | 100.0 | -0.3 |
| CCN(c1ccc(OC)cc1)S(=O)(=O)c1nnc(NC(=O)c2ccccc2C)s1 | 101.0 | -1.6 |
| CC(C(=O)OCC(=O)Nc1ccccc1)N1C(=O)c2ccccc2C1=O (stereo unspecified) | 100.0 | -0.3 |
| CCn1cc(C(=O)O)c(=O)c2cc(F)c(N3CCN(C(=O)c4ccccc4F)CC3)cc21 | 100.0 | -0.4 |
| CCCCNC(=O)Cn1nc(N2CCN(c3ccccc3OC)CC2)ccc1=O | 106.0 | -0.2 |
| O=C(Cn1cnc2ccccc2c1=O)N1CCSC1c1ccccc1F (stereo unspecified) | 102.0 | -0.3 |
| Cc1cc(C(=O)OCc2nnc(-c3ccccc3)o2)c(C)n1-c1ccccc1 | 103.0 | -0.1 |
| CC(=O)Nc1ccc(S(=O)(=O)Nc2ccc3c(c2)n(C)c(=O)n3C)c(C)c1 | 103.0 | -0.6 |
| COc1cc(CN(CC2CCCO2)C(=O)c2ccc(F)cc2)cc(OC)c1OC (stereo unspecified) | 105.0 | -0.4 |
| Cc1cc(C(=O)COC(=O)c2cccs2)c(C)n1Cc1cccs1 | 104.0 | 0.2 |
| CC(C)Cc1ccc(S(=O)(=O)N2CCN(Cc3noc(CCC(=O)N4CCCCC4)n3)CC2)cc1 | 108.0 | -0.1 |
| Cc1ccc(-n2c(=O)c3c(C)c(C)sc3n(CC(=O)c3ccc(Cl)cc3)c2=O)cc1C | 103.0 | -0.4 |
| Cc1ccc(Oc2ccc3c(c2)C(=O)N(CC(=O)O)C3=O)cc1C | 98.0 | -0.4 |
| COC(=O)CCC/C=C1/SCC(NC(=O)c2ccccc2)/C1=N/O (stereo unspecified) | 102.0 | 0.2 |
| CCCC(=O)Nc1ccc(-c2nc3ccccc3s2)cc1 | 102.0 | -0.2 |
| FC(F)(F)c1cc(-c2ccccc2)nc(NCc2cccnc2)n1 | 104.0 | 0.6 |
| O=C(NCCCn1ccnc1)Nc1cccc2ccccc12 | 96.0 | -0.5 |
| CCOC(=O)C1=C(CN2CCN(c3ccc(Cl)cc3)CC2)NC(=O)NC1c1ccc(F)cc1 (stereo unspecified) | 108.0 | 0.3 |
| CCN1C(=O)c2ccccc2S(=O)c2ccc(C(=O)N3CCN(c4ccccc4OC)CC3)cc21 (stereo unspecified) | 101.0 | -0.6 |
| O=C(c1ccccc1)N1CCC(c2nc3ccccc3[nH]2)CC1 | 102.0 | 0.4 |

Reformatted with each value named: part of the list above.
> COc1cc(CN(CC2CCCO2)C(=O)c2ccc(F)cc2)cc(OC)c1OC (stereo unspecified)
  Polio RdRp inh: 105.0
  Polio RdRp inh FP z-score: -0.4
> Cc1cc(C(=O)COC(=O)c2cccs2)c(C)n1Cc1cccs1
  Polio RdRp inh: 104.0
  Polio RdRp inh FP z-score: 0.2

Remaining list, next part:
| structure | Polio RdRp inh | Polio RdRp inh FP z-score |
| --- | --- | --- |
| CCOC(=O)c1ccc(NC(=O)CN2C(=O)C(C)(C)c3ccccc32)cc1 | 106.0 | -0.4 |
| CCCN(CC1CC1)C(=O)c1cc(S(=O)(=O)N(CC)CC)ccc1Cl | 97.0 | -1.5 |
| COc1cc2ccccc2cc1C(=O)OCC#N | 95.0 | -1.3 |
| COC(=O)CC1=C(C(=O)OC)C(c2ccc(C(=O)OC)cc2)C(C#N)=C(N)O1 (stereo unspecified) | 102.0 | 0.2 |
| O=C(Nc1nc2ccc(F)cc2s1)c1nc(SCc2ccccc2F)ncc1Cl | 111.0 | 0.7 |
| O=C(O)c1ccc2c(c1)sc1[n+]2CCS(=O)(=O)N1 | 100.0 | -0.2 |
| Cc1ccc(-c2cn3c(n2)sc2cc(C(=O)NCCN4CCCC4)ccc23)cc1 | 99.0 | -1.7 |
| CCn1cc(C(=O)NCCCOC(C)C)c(=O)c2cc(S(=O)(=O)N(C)C3CCCCC3)ccc21 | 106.0 | 0.3 |
| O=C(c1ccc2c(=O)n(CCc3ccccc3)c(=O)[nH]c2c1)N1CCN(c2ccc(Cl)cc2)CC1 | 108.0 | 0.8 |
| COc1ccccc1Cn1c(CNS(=O)(=O)c2c(C)cc(C)cc2C)nc2cccnc21 | 119.0 | 2.7 |
| CC(Oc1ccc(C(=O)c2ccc(F)cc2)cc1)C(=O)NC(N)=O (stereo unspecified) | 104.0 | 0.2 |
| CCN1C(=O)C(OC(=O)c2cscn2)CC1c1ccc(OC)cc1 (stereo unspecified) | 102.0 | -0.2 |
| O=C(O)C1CCCN(S(=O)(=O)c2ccc(Cl)cc2)C1 (stereo unspecified) | 101.0 | 0.3 |
| O=C(COC(=O)Cn1cnc2ccccc2c1=O)Nc1ccc(N2CCOCC2)cc1 | 105.0 | 0.3 |
| CCOC(=O)Cc1csc(NC(=O)CSc2nc3c(C)c(C)ccc3cc2C#N)n1 | 100.0 | -0.5 |
| COc1cccc(CNn2c(-c3cccc(C)c3)nc3ccccc3c2=O)c1O | 101.0 | -0.1 |
| CCN(CC)S(=O)(=O)c1cccc(C(=O)N/N=C/c2c(C)nn(-c3ccccc3)c2N2CCCC2)c1 | 100.0 | -0.1 |
| COc1ccc(CN2CCN(c3ncnc4sc5c(c34)CCCC5)CC2)cc1F | 104.0 | -0.3 |
| COc1ccc(C(=O)NCc2ccc3c(c2)CCN3C(C)=O)cc1OC | 102.0 | -1.2 |
| CN1CCN(C(=O)C2c3ccccc3Oc3ccccc32)CC1 | 99.0 | -0.7 |
| O=C(Nc1ccc(S(=O)(=O)N2CCOCC2)cc1)c1cnccn1 | 102.0 | 0.3 |
| Cc1nc2c(ccc3ccsc32)s1 | 100.0 | -0.1 |
| COC(=O)c1sccc1NC(=O)CC1C(=O)NCCN1C(=O)c1ccccc1 (stereo unspecified) | 104.0 | 0.8 |
| O=C(NNc1nc(N2CCOCC2)nc(N2CCOCC2)n1)c1ccc(F)cc1 | 98.0 | -0.7 |
| Cc1ccc(S(=O)(=O)N2CCN(C(=O)Cn3c(=O)oc4ccccc43)CC2)cc1 | 101.0 | 0 |
| NNC(=O)c1ncoc1-c1ccc(Cl)cc1 | 102.0 | -0.1 |
| COc1ccc(OC)c(CNC(=O)c2ccc3c(c2)c(C)c(C)n3Cc2ccc(Cl)cc2)c1 | 109.0 | 0.5 |
| Cc1nc(NC(=O)CSC2=NCCS2)sc1C(=O)N(C)C | 102.0 | -0.1 |
